High-throughput results (PubChem)
NPSR antag = qHTS Assay for Antagonists of the Neuropeptide S Receptor: cAMP Signal Transduction; Potency, µM (doses to about 38.3 µM), without a hit: at the highest dose activity change, negative = inhibition, most hits filed as inhibitors; hit rate 1% among 220,000; CHO-NPSR cells, cAMP TR-FRET, antagonist mode; Q6W5P4; AID 1461, 2008; further: potency means the concentration at half of the fitted maximal effect; on the % scale 0 is the no-effect control and ±100 the full control effect; nearly all actives have a fitted effect of over 50% in size; many of its hits are not listed in these tables
CBFb-RUNX1 inh = qHTS Assay for Compounds Blocking the Interaction Between CBF-beta and RUNX1 for the Treatment of Acute Myeloid Leukemia. Potency, µM (highest dose often 59.8 µM), without a hit: at the top dose activity, negative = inhibition, usual class: inhibitors. AlphaScreen CBFb-His/RUNX1-biotin binding, biochemical. AID 1477, 2009. Runt-related transcription factor 1 (Homo sapiens) + Core-binding factor subunit beta …. 230,000 tested, under 10 active; further: % of control where 0% means no effect
Target sequence (Q01196 whole entry, looked up): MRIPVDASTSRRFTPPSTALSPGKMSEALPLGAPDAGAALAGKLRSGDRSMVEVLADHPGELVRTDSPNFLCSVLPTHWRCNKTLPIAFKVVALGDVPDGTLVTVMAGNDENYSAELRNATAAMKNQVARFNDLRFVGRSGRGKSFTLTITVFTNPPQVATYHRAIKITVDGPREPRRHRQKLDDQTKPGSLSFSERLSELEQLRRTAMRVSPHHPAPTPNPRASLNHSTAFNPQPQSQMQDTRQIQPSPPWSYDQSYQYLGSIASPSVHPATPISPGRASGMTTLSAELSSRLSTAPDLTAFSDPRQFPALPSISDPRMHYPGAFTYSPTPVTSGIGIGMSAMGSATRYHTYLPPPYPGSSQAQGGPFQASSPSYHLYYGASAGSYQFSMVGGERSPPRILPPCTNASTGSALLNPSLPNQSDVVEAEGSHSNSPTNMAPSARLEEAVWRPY
Target sequence (Q13951 whole entry, looked up): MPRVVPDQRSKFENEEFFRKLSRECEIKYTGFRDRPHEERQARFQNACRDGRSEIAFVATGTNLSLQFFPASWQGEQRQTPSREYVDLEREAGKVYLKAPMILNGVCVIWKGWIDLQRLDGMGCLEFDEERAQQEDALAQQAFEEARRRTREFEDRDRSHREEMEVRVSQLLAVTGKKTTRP
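Interaction loss through any mechanism counts as activity. Pre-formed complex of His-CBF-beta and biotin-RUNX1 (30 nM apiece) is incubated with compound 15 min, then with 50 ng nickel and 50 ng streptavidin beads for 90 min before AlphaScreen detection.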
aGal spleen mod = qHTS Assay for Inhibitors and Activators of Human alpha-Galactosidase From Spleen Homogenate | Alpha-galactosidase A (Homo sapiens), P06280 | human spleen homogenate, 4MU-alpha-Gal fluorescence, 40 min | Potency, µM (doses to about 80 µM), without a hit: top-dose activity change, negative = inhibition, actives largely listed as inhibitors | hit rate 0.008% among 240,000;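 further: potency means the concentration at half of the fitted maximal effect; 0% = enzyme with vehicle and -100% = no enzyme basal signal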
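Inhibition or activation of alpha-galactosidase in human spleen homogenate is scored by 4-MU fluorescence after 40 min at 37C, pH 5.0, with 1 mM substrate. AC50s come from concentration-response fitted to the Hill equation.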
Tau FP inhib = qHTS for Inhibitors of Tau Fibril Formation, Fluorescence Polarization; Microtubule-associated protein tau (Homo sapiens), P10636; hit rate 0.39% among 280,000; K18 P301L tau heparin fibrillization, Alexa594 FP, 6 h; Potency, µM (series often up to 57.7 µM), inactives show at the highest dose activity, negative = inhibition, actives largely listed as inhibitors; AID 1468, 2008; further: potency means the concentration at half of the fitted maximal effect; on the % scale 0 is the no-effect control and ±100 the full control effect; nearly all actives have a fitted effect of over 55% in size
Target sequence (P10636 561-689 P618L limits assumed): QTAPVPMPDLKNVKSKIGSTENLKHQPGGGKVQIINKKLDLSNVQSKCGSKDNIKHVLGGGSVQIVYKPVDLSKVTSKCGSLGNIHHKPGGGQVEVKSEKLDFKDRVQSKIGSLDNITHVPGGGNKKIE
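Human K18 P301L fragment (15 uM unlabeled plus 0.24 uM Alexa 594-labeled) in 100 mM sodium acetate pH 7 with compound, aggregation induced by 20 uM heparin for 6 hr at 37 C. ThT (30 uM) added for 1 hr, then Alexa 594 FP read.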
Tau fluor cs = Counterscreen qHTS for Inhibitors of Tau Fibril Formation, Fluorescence Polarization. tau K18 P301L (four-repeat tau fragment) Alexa594 fluorescence, heparin fibrillization. Potency, µM (top dose mostly 57.7 µM), for the others: top-dose activity change, negative = decrease. hit rate 0.93% among 280,000; further: potency means the concentration at half of the fitted maximal effect; on the % scale 0 is the no-effect control and ±100 the full control effect; nearly all actives have a fitted effect of over 55% in size
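Human K18 P301L tau (15 uM unlabeled plus 0.24 uM Alexa 594-labeled, final) in 100 mM sodium acetate pH 7 was mixed with compound and 20 uM heparin and incubated 6 hr at 37 C.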
TexasRed fluor = Total Fluorescence Counterscreen for Inhibitors of the Interaction of Thyroid Hormone Receptor and Steroid Receptor Coregulator 2; TRb/SRC2 Texas Red total fluorescence interference; Potency, µM (series often up to 106 µM), for inactives: at the top dose fluorescence change, negative = quenching; hit rate 0.29% among 280,000; AID 1479, 2009; active means well fitted curve in either direction with a large enough effect; inconclusive means small, poorly fitted or top-dose-only effect; further: potency means the concentration at half of the fitted maximal effect; on the % scale 0 is the no-effect control and ±100 the full control effect
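Human TRb ligand-binding domain at 0.6 uM with 20 nM Texas Red SRC2 peptide in Tris buffer containing 1 uM T3 and 5% DMSO, incubated with compound 5 h at ambient temperature. Total fluorescence (555/632 nm) calculated as parallel + 2 × perpendicular.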
Epigenetic reg = Quantitative High-Throughput Screen for Regulators of Epigenetic Control; hit rate 0.2% among 280,000; Potency, µM (highest dose often 53.9 µM), for the others: at the top dose GFP activation, actives largely listed as activators; murine LDR cells, GFP reporter derepression, 30 h; further: potency means the concentration at half of the fitted maximal effect; % of control where 0% means no effect; nearly all actives have a fitted effect of over 60% in size
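In this reporter-derepression format, murine cells bearing a silenced integrated CMV-GFP locus incubate with test compound (30 h, 37 C), then are washed and imaged; fluorescent objects of 20–120 um count as induced cells.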
TRb-SRC2 inh = qHTS for Inhibitors of the Interaction of Thyroid Hormone Receptor and Steroid Receptor Coregulator 2; hit rate 0.065% among 280,000; Potency, µM (highest dose often 106 µM), inactives show at the top dose activity change, negative = inhibition, most hits filed as inhibitors; Thyroid hormone receptor beta (Homo sapiens), P10828; TRbeta-SRC2 peptide binding, fluorescence polarization; receptor liganded with 1 µM T3;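 further: potency means the concentration at half of the fitted maximal effect; plate controls were bound peptide for no effect and peptide without receptor for full effect; nearly all actives have a fitted effect of over 50% in size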
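Quantitative HTS by FP: 0.6 uM TRb LBD, 20 nM labeled SRC2 20-mer, 1 uM T3, 5% DMSO; 5 hr ambient incubation; % activity per concentration and potencies from concentration series.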
* hit, by the source's call; ? = inconclusive; . = no result given; [ ] = dose if it differs, or a comment. Unless noted, the call rests on the fitted dose curve; in most records, active means well fitted curve in the direction sought with a large enough effect; inconclusive means small, poorly fitted or top-dose-only effect, or another doubt; inactive means no such curve, though single readings can be large; an effect the other way counts as inactive or inconclusive. Some of the compounds tested; the hit share may differ from the screen's.

SMILES	TRb-SRC2 inh	aGal spleen mod	Tau FP inhib	TexasRed fluor	CBFb-RUNX1 inh	NPSR antag	Epigenetic reg	Tau fluor cs
Cc1nnc(SCCn2c(N3CCN(C)CC3)nc3c2c(=O)n(C)c(=O)n3C)s1	-5%	-1%	2%	-2%	2%	1%[46.1 µM]	-0.1%	4%
c1ccc(CCC2=NCCn3cccc32)cc1	-6%	6%	3%	1%	0%	0%[46.1 µM]	-1.2%	3%
Cc1cccc(C(=O)Nc2ccc(N3CCC(CCN4CCOCC4)CC3)c(C(=O)O)c2)c1	6%	.	-4%	-4%	.	.	-1.3%	0%
O=C(O)COc1ccc(/C=C/c2ccc3cccc([N+](=O)[O-])c3n2)cc1	1%	-12%	10%	-14%	-1%	-10%	3.4%	-16%
CCNC(=S)N1CCN(S(=O)(=O)c2ccccc2C(F)(F)F)CC1	4%	1%	-9%	-2%	17%	5%	-1.5%	-5%
CC(=O)n1cc([C@@H]2C=C(C(=O)Nc3ccccc3)O[C@H](OCc3ccc(CO)cc3)C2)c2ccccc21	1%	-5%	5%	2%	10%	?	?	-28%
O=C(Nc1cc(S(=O)(=O)N2CCCC2)ccc1Cl)C1=COCCO1	-3%	7%	2%	-5%	0%	-2%[46.1 µM]	1.7%	-11%
CCOC(=O)C1CCN(c2ccc(Cl)nn2)CC1	-4%	6%	-1%	-1%	15%	10%	1.0%	0%
COc1ccc(O)c(/C=N/Nc2nc(Nc3ccccc3)nc(-n3nc(C)cc3C)n2)c1	5%	-1%	?	-7%	?	1.3µM*	?	?
COC(=O)c1cc(NC(=O)c2ccccc2)c(=O)oc1C/C=N\OCc1ccc(Cl)cc1Cl	9%	-25%	-11%	9%	1%	-4%[46.1 µM]	-0.6%	-19%
O=c1c2ccccc2cnn1Cc1n[nH]c(=S)n1-c1ccc(Cl)cc1Cl	3%[53 µM]	3%	4%	0%[53 µM]	5%	11%	-1.3%	19%
O=C1NC(=S)N/C1=C/c1ccc(-c2c(Br)cc([N+](=O)[O-])cc2Br)o1	-3%	-7%	0%	-3%	-18%	-7%[46.1 µM]	?	?
CC(=O)NC(=S)NNC(=O)CCc1ccccc1	1%	0%	3%	0%	-6%	5%	-0.5%	12%
CC[C@]1(O)C[C@@H]2CN(CCc3c([nH]c4ccccc34)[C@](C(=O)OC)(c3cc4c(cc3OC)N(C)[C@H]3[C@](O)(C(=O)OC)[C@@H](C(=O)OC)[C@@]5(CC)C=CCN6CC[C@@]43[C@@H]65)C2)C1	-4%	-12%	-12%	3%	4%[21.7 µM]	.	9.3%	-14%
Cc1ccc(SCCNC(=O)c2cccc([N+](=O)[O-])c2C)cc1	-16%	-2%	0%	0%	3%	-18%[46.1 µM]	-2.1%	-11%
CC(C)=NNc1cc([N+](=O)[O-])cc2c1C(=O)N(C)S2=O (stereo not given)	-4%	-9%	-16%	1%	?	3%	-0.1%	2%
CCOc1ccc(C2NC(=O)C(C#N)=C(S)N2c2cccc(C)c2)cc1OC (stereo not given)	0%	-2%	?	-1%	-2%	-7%	-0.6%	-25%
O=C(Cn1c(COc2ccccc2)nc2ccccc21)Nc1cccc(Cl)c1	-3%	1%	0%	-4%	3%	-17%[46.1 µM]	0.0%	-8%
CC1CC(C)CN(c2ncc3c(n2)CC(c2ccccc2)CC3=O)C1 (stereo not given)	15%	2%	3%	1%	4%	?	1.5%	-12%
O=C(CSc1nnnn1C1CCCC1)N1CCN(C(=O)c2ccco2)CC1	-4%	-6%	2%	-1%	8%	3%[46.1 µM]	0.9%	-3%
CC(=O)Nc1cccc(-c2csc(Nc3cccc(C)n3)n2)c1	-7%	15%	2%	-10%	0%	-4%[46.1 µM]	7.0%	?
COc1ccc2[nH]c(C(=O)c3ccccc3)cc2c1	-3%	-4%	-4%	-2%	15%[21.7 µM]	.	1.2%	-8%
CCOc1ccc(OCC)c(NC(=O)C2CCCN(c3ncccn3)C2)c1 (stereo not given)	0%	3%	7%	-1%	-2%	1%[46.1 µM]	-1.0%	-22%
O=C(Nc1cccc(-c2nnn(CC(=O)N3CCc4ccccc4C3)n2)c1)C1CCC1	-7%	6%	7%	1%	-1%	-27%[46.1 µM]	1.6%	?
Cc1nn(-c2ccc(N3CCCCC3)nn2)c(C)c1CCC(=O)NCc1ccccc1F	6%	.	-4%	-29%	.	.	1.5%	6%
COc1cccc(OC)c1C(=O)Nn1c(-c2cccs2)nc2ccccc2c1=O	8%	5%	-1%	-4%	-4%	13%	8.7%	-5%
Cc1nc2nc[nH]n2c(=O)c1CCC(=O)Nc1ccc(F)cc1	1%	.	1%	-1%	.	.	-1.1%	-2%
CSc1ccc(CCNC(=O)Cn2ccc3cc(S(=O)(=O)N4CCCCCC4)ccc32)cc1	-5%	.	-1%	1%	.	.	-2.1%	-22%
CC1(C)CC(=O)C=C(NNC(=O)C2CCCCC2)C1	13%	-3%	-1%	1%	4%	-10%[46.1 µM]	-6.3%	-10%
Nc1nc(-c2ccco2)nc(N2CCCCC2)n1	-20%	-15%	-9%	3%	-10%	11%[7.67 µM]	3.4%	-3%
Cc1cccc(NC(=O)C2CCN(c3nccc(C)n3)CC2)c1	-3%	5%	3%	-2%	-9%	-19%[46.1 µM]	-7.2%	-6%
COc1ccc(NCc2nnc(SCC(=O)N3CCCc4ccccc43)o2)cc1	6%	6%	-1%	2%	-18%	-17%[46.1 µM]	-0.7%	-14%
CN(C)c1ccc(NC(=O)Cn2nnc3sc4c(c3c2=O)CCC(C(C)(C)C)C4)cc1 (stereo not given)	5%	.	13%	-1%	.	.	-3.7%	?
COc1cc(/C=C/C(=O)OCC(=O)NC(=O)NC(C)C)ccc1O	6%	-12%	-3%	1%	0%	-5%	0.1%	-15%
CCOC(=O)C1(C)/C(=N/Nc2cccc(Cl)c2)C(=O)C(=O)N1c1ccccc1 (stereo not given)	-10%	-4%	-4%	-1%	-2%	-12%[46.1 µM]	-1.4%	-16%
CCOC(=O)c1cnc2ccc(C)cc2c1Sc1ccccc1	7%	5%	4%	0%	7%	-10%[46.1 µM]	0.0%	-10%
Cc1cccc(S(=O)(=O)C(C#N)c2nc3ccccc3nc2N2CCCC2)c1 (stereo not given)	-5%	?	10%	2%	-2%	-20%[46.1 µM]	-1.0%	?
Cc1cccc(N2CCN(CCCNC(=O)Cn3ncc4c([nH]c5ccccc54)c3=O)CC2C)c1 (stereo not given)	8%	.	3%	1%	.	.	-1.2%	-8%
C[N+](C)(CC#Cc1ccccc1)CC(=O)c1ccccc1	8%	0%	1%	-2%	2%	29%	-2.2%	2%
Cc1ccc(C)c(NC(=O)C2CCCN(c3ncnc4onc(C)c34)C2)c1 (stereo not given)	4%	.	-4%	-30%	.	.	11%	-7%
Cc1cccc(C)c1NC(=S)/N=C/N(C)C	-5%	-3%	-4%	3%	0%	6%	1.3%[10.1 µM]	0%
O=C(CN1CCN(c2ccccc2)CC1)N/N=C/c1cccc(F)c1	3%	-4%	7%	-2%	-2%	2%	3.5%	-16%
CC(C)NC(=O)CSc1nnc(CNC(=O)OC(C)(C)C)n1C	1%	-6%	-13%	-1%	-3%	12%	-3.9%	-9%
COCC(C)OC(=O)c1c(N)n(CC(C)C)c2nc3ccccc3nc12 (stereo not given)	-1%	?	-4%	-6%	3%	-1%[46.1 µM]	0.8%	-20%
O=C(NNC(=S)NCc1ccco1)c1ccc(Cl)s1	1%	-11%	-3%	-4%	-2%	0%[46.1 µM]	-1.2%	-8%

Given with two lines to a compound: entries from further up
Second line of a record – TRb-SRC2 inh, aGal spleen mod, Tau FP inhib, TexasRed fluor, CBFb-RUNX1 inh, NPSR antag, Epigenetic reg, Tau fluor cs
Cc1cccc(N2CCN(CCCNC(=O)Cn3ncc4c([nH]c5ccccc54)c3=O)CC2C)c1 (stereo not given)
    8%, ., 3%, 1%, ., ., -1.2%, -8%
C[N+](C)(CC#Cc1ccccc1)CC(=O)c1ccccc1
    8%, 0%, 1%, -2%, 2%, 29%, -2.2%, 2%
Cc1ccc(C)c(NC(=O)C2CCCN(c3ncnc4onc(C)c34)C2)c1 (stereo not given)
    4%, ., -4%, -30%, ., ., 11%, -7%
Cc1cccc(C)c1NC(=S)/N=C/N(C)C
    -5%, -3%, -4%, 3%, 0%, 6%, 1.3%[10.1 µM], 0%
O=C(CN1CCN(c2ccccc2)CC1)N/N=C/c1cccc(F)c1
    3%, -4%, 7%, -2%, -2%, 2%, 3.5%, -16%
CC(C)NC(=O)CSc1nnc(CNC(=O)OC(C)(C)C)n1C
    1%, -6%, -13%, -1%, -3%, 12%, -3.9%, -9%
COCC(C)OC(=O)c1c(N)n(CC(C)C)c2nc3ccccc3nc12 (stereo not given)
    -1%, ?, -4%, -6%, 3%, -1%[46.1 µM], 0.8%, -20%
O=C(NNC(=S)NCc1ccco1)c1ccc(Cl)s1
    1%, -11%, -3%, -4%, -2%, 0%[46.1 µM], -1.2%, -8%
